Screening data as filed in PubChem BioAssay.
HTR5A ag – counter-screen for OPRM1-OPRD1 agonists: human HTR5A agonism; P47898; HTR5A agonist assay, luminescence, cell-based; activation, % at 9.3 µM; hit rate 0.61% among 340,000; in the data active = activation mostly above about 9.5%, no sharp cut-off; inactive = mostly below about 7.6%;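 note: 0% = cells with vehicle only and 100% = reference agonist; strong numbers were not always called active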
PKA-R2B activ – PKA-R2B complex activation; P22694+P31323; PKA-R2B holoenzyme dissociation, Cy5-IP20 fluorescence polarization; R2B truncated from residue 108, S112A mutant; 0% DMSO only, 100% 113 µM cGMP; activation, % at 11.4 µM; hit rate 0.079% among 340,000;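 active = activation above a cutoff set at the mean over all compounds plus 3 SD, cut at about 18% in these data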;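 note: higher means more holoenzyme dissociation and a rise in polarization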
Target sequence (P31323 whole entry, looked up, other chains not shown, the tested form may be a part): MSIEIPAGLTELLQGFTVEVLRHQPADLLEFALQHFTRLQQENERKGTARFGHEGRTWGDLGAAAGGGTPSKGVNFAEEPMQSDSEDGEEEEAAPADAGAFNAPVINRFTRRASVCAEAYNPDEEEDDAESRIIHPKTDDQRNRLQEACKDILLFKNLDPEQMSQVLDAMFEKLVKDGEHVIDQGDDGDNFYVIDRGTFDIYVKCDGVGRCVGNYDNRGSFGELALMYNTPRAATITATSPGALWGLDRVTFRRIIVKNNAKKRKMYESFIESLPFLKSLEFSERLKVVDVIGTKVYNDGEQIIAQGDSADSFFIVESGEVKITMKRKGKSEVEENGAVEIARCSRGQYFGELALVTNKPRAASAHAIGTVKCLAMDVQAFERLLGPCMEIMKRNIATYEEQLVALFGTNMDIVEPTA
AddAB inh – less growth of phage-infected E. coli with AddAB. E. coli expressing H. pylori AddAB, absorbance growth. inhibition, % at 11.9 µM. hit rate 0.29% among 330,000. AID 435030; in the data active = inhibition above about 12%;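 note: 0% = vehicle wells of infected cells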
phage Ecoli inh – E. coli growth loss with phage present | growth absorbance | inhibition, % at 11.9 µM | hit rate 0.26% among 360,000 | AID 651602; in the data active = inhibition above about 11%
HTR5A inv ag – inverse agonist of human HTR5A in OPRM1-OPRD1 counter-screen | HTR5A cell line, luminescence, inverse agonism | P47898 | inhibition, % at 9.3 µM | AID 504634 | hit rate 0.083% among 340,000; in the data active = inhibition mostly above about 23%, no sharp cut-off; inactive = mostly below about 18%;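 note: 0% = cells with DMSO and 100% = no-cell wells with DMSO; some compounds called inactive have numbers as strong as hits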
DAGLB inhibitor – blocks human DAGLB lipase activity. Q8NCG7. hit rate 0.059% among 340,000. inhibition, % at 5.17 µM. HEK293T DAGLB membrane lysate, EnzChek fluorogenic substrate; in the data active = inhibition above about 34%;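 note: 0% = enzyme with vehicle and 100% = wells lacking enzyme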
Mot1-301 SUMO – SUMOylation pathway inhibition by Mot1-301 growth rescue; S. cerevisiae Mot1-301 growth rescue, ATP luminescence, 38.5C; percent above DMSO median, 100 means doubled; growth rescue, % at 18.8 µM; hit rate 1% among 320,000;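 active = every valid replicate shows activation above 250% relative to neutral control wells; inactive = the rest, any valid replicate at or below 250%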;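 note: OY570 slx delta 5 strain wells were the positive control but not used for scaling; some compounds called inactive have numbers as strong as hits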
PKA-R1A activ – activators of PKA-R1A complex. activation, % at 11.4 µM. PKA-R1A dissociation, Cy5-IP20 fluorescence polarization; scaled: DMSO 0%, 113 µM cGMP 100%. hit rate 0.083% among 340,000. AID 504707;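 active = percent activation above the mean of all tested compounds plus 3 SD, cut at about 19% in these data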;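 note: higher means more PKAc released from R1A so a rise in polarization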
CDK5 inh – CDK5/p35 (human) kinase inhibition; Recombinant CDK5/p35, ADP-Glo luminescence, 60 min; hit rate 0.01% among 330,000; inhibition, % at 10 µM; Q00535+Q15078;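 active = highest replicate inhibition of at least 50% and at least 75% of replicates reaching 50%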;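 note: plate controls were DMSO neutral control for no effect and GW8510 at 10 µM for full effect; many of its hits are not listed in these tables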
Target sequence (Q00535 whole entry, looked up): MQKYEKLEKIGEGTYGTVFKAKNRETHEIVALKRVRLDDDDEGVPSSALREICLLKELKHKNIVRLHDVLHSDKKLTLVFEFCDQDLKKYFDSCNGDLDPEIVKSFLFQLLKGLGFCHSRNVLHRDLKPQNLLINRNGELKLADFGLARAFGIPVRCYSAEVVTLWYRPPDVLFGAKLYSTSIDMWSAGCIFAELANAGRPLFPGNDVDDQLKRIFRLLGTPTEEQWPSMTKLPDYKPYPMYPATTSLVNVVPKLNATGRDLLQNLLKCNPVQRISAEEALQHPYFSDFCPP
Target sequence (Q15078 whole entry, looked up): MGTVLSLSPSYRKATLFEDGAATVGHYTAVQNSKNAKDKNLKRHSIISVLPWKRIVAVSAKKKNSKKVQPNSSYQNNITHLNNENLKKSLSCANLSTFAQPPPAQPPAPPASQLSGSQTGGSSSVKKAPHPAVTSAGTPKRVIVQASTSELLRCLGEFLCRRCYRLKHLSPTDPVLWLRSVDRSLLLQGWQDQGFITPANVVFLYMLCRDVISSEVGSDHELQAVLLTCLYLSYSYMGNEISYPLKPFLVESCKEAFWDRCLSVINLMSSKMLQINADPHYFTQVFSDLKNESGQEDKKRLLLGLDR
E coli growth – bacterial growth inhibition, counter-screen for AddAB inhibitors; E. coli V3065 growth, OD600 absorbance, 18 h; inhibition, % at 11.9 µM; hit rate 0.27% among 330,000;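 active = inhibition above the campaign's mean inhibition across all tested compounds plus 3 SD, cut at about 9.9% in these data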;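 note: uninfected addAB+ strain grown without phage in ampicillin broth; 0% = DMSO wells and 100% = ciprofloxacin 0.95 µg/ml wells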
Tat transport – blocks Tat-dependent protein export in E. coli; E. coli MC4100 TorA-mCherry Tat export, fluorescence; inhibition, % at 10 µM; hit rate 0.036% among 340,000;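 active = mean replicate inhibition at least 50% and at least half of replicates individually reaching 50%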;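 note: exported cargo escapes ClpAP degradation while cytoplasmic cargo is degraded and loses fluorescence; 0% = median of neutral control wells and 100% = median of NaSCN control wells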
* hit, by the source's call; i = inactive; / = not tested or not shown. Outcome played no part in choosing rows, and some 2.3% of all compounds hit somewhere here.

Sequence of screens – HTR5A ag	PKA-R2B activ	AddAB inh	phage Ecoli inh	HTR5A inv ag	DAGLB inhibitor	Mot1-301 SUMO	PKA-R1A activ	CDK5 inh	E coli growth	Tat transport
COc1ccc(Cc2noc(CN(C)CC(O)c3ccccc3)n2)cc1OC (stereo unspecified)
  -1	-9	1.0	4.8	2	2	-6	1	1.0	-1.6	3
CCCOC(=O)c1ccc(Oc2coc3c(CN(CC)CC)c(O)ccc3c2=O)cc1
  2	5	0.4	1.7	-25	2	9	-8	-1.5	-0.9	-1
COC(=O)CN(c1ccc(C(C)C)cc1)S(=O)(=O)c1c(C)[nH]c(=O)[nH]c1=O
  -2	-3	5.7	1.5	5	4	42	1	0.4	-3.4	3
C=CCn1c(=NC(=O)CC)n(C)c2ccccc21
  -2	-2	2.5	0.9	7	-2	-3	-2	0.6	0.3	4
COc1ccc(CN2CCCN(C)CC2)c(OC)c1C
  4	0	0.7	0.7	-16	0	6	-4	-2.2	-0.6	-5
CC(=O)Nc1cccc(NC(=O)C(=O)NCC(c2ccco2)N2CCc3ccccc32)c1 (stereo unspecified)
  3	-6	0.8	-0.7	-10	6	4	-11	0.4	0.8	-5
COc1ccccc1C(=O)NC(=O)COC(=O)CNC(=O)c1ccccc1F
  8	-5	1.3	2.7	-21	-2	-8	-6	2.0	-1.9	-1
CC1(C)C2CCC1(CS(=O)(=O)NCc1ccc(C(=O)O)cc1)C(=O)C2 (stereo unspecified)
  2	7	1.6	1.6	-9	-1	-6	8	-0.4	0.2	-1
CCO[C@H]1OC(C(=O)Nc2ccccc2)=C[C@@H](C)[C@@H]1CCCO
  5	10	3.2	2.3	-21	-3	6	-4	-1.4	1.0	-10
CCCn1c(SCC(=O)Nc2nnc(C(C)C)s2)nc2c1c(=O)n(C)c(=O)n2C
  6	-4	3.4	1.2	20	1	2	-1	-0.7	-0.3	2
COc1ccc2[nH]c(=O)c(CN(Cc3ccccc3)C(=S)NCC3CCCO3)cc2c1 (stereo unspecified)
  -2	3	1.9	0.7	4	4	-14	-13	0.3	0.9	11
CCNC(=O)NC1(C(=O)Nc2ccc3c(c2)OCCO3)CCCCC1
  1	-7	1.1	3.2	-4	0	-13	-3	0.3	-2.6	-3
O=C1CCC(=O)N1c1ccc(-c2nc3ccccc3s2)cc1
  -4	-19	1.6	3.1	10	-1	-32	-6	1.6	0.8	8
COc1ccc(CN(CCc2ccccc2)Cc2ccccc2)cc1OC
  1	5	3.5	1.3	-3	-11	-7	-8	0.2	-1.9	8
CCc1cc(=O)[nH]c(SCC(=O)N2CCOCC2)n1
  -2	2	4.9	3.5	-4	6	-17	3	2.6	1.2	-1
COc1ccc(NC(=S)N2CCOCC2)c(OC)c1
  -5	2	2.1	2.7	-5	2	-2	-3	-0.4	-0.1	-8
CC(C)CNC(=O)COC(=O)c1c2c(nc3ccccc13)/C(=C\c1cccs1)CC2
  1	-6	/	2.9	-2	-7	/	3	-2.9	/	-7
O=C(NCc1cccs1)c1cc(-c2ccccc2)on1
  -2	-12	-0.9	2.3	3	-14	1	-12	-1.4	-3.8	-1
CNc1ccc(Br)cc(C(=O)/C=C/c2ccc3c(c2)OCO3)c1=O
  4	-9	-2.7	3.9	9	9	6	-6	1.0	-1.7	-2
Cc1cccc(N(C)C(=O)c2cc(S(=O)(=O)N3CCc4ccccc43)cn2C)c1
  12	0	2.5	4.3	-4	0	29	-9	-0.4	2.5	-11
CCOC(=O)c1ccccc1-n1c(C)cc(C2N=C(N)Nc3nc4ccccc4n32)c1C (stereo unspecified)
  -8	-1	0.6	1.9	-26	1	2	-2	0.0	-1.2	3
O=Cc1cccn1-c1nccc(-c2ccco2)n1
  0	-1	5.6	-1.9	0	-1	-8	-2	0.6	-1.4	-2
COC(=O)c1ccccc1NC1OC(=O)c2ccccc21 (stereo unspecified)
  1	-3	2.0	-0.7	-1	-1	19	-5	-0.8	-1.3	-6
Cc1ccc(NC(=O)c2cccs2)cc1
  2	-2	-0.1	3.3	-2	-1	6	-8	-1.0	-2.1	-5
O=C(Nc1ccccc1Cl)O/N=C/c1ccc(F)cc1
  6	-2	/	0.3	-22	-4	/	-5	0.2	/	1
Cc1cccc(NC(=O)Cc2ccc(-c3ccccc3)cc2)n1
  3	-11	0.6	2.3	-7	-4	-8	0	0.2	2.3	4
CN(CC(=O)Nc1ccccc1Cl)C(=O)c1ccc(Cl)c(S(=O)(=O)N2CCCCCC2)c1
  -3	-2	-1.0	3.9	11	-1	19	12	-0.1	0.2	2
O=P(O)(Cc1ccccc1)Cc1ccccc1
  2	1	5.5	1.2	-9	0	-1	-6	0.0	0.2	5
CCOC(=O)C1=C(C)NC(C)=C(C(=O)OCC)C1C(=O)OCC(=O)NCc1ccccc1
  1	-1	2.9	2.2	-5	1	-4	-3	1.0	-0.3	2
C#CCCc1ccccc1/C=[N+](/C)[O-]
  1	-1	0.4	-0.6	-3	-2	2	-3	-1.6	-1.1	-5
S=C(NCc1ccccn1)Nc1ccc(Cl)cc1Cl
  0	-20	0.5	1.3	-41	0	7	4	1.7	2.2	-6
CCn1cc(C2C(C(=O)Nc3ccc(Br)cn3)=C(C)NC3=C2C(=O)CCC3)c(C)n1 (stereo unspecified)
  -3	3	2.3	6.1	4	-1	-13	-12	-6.2	0.5	-7
CCc1ccc(CN2CCCC(CNS(=O)(=O)c3ccc(OC)cc3)C2)cc1 (stereo unspecified)
  -1	4	-0.5	4.6	17	-2	-4	4	0.7	1.5	2
Cc1c(/C=N/Nc2nc3ccccc3[nH]2)c2ccccc2n1C
  -7	4	3.7	1.9	-7	2	15	-12	0.9	3.3	13
COC(=O)C1=C(C)N(Cc2ccccc2)C(=NCc2ccc(OC)cc2)N[C@H]1c1cccc(F)c1
  6	-12	4.2	4.1	-15	4	-18	-11	2.1	-1.7	15
COc1ccc(CNc2ncnc3c2[nH]c2cc(OC)c(OC)cc23)cc1
  0	-12	-1.6	2.1	-10	1	-11	-4	-8.3	-0.3	0
CC(SC1=NCCN1S(=O)(=O)c1ccc(F)cc1)c1ccccc1 (stereo unspecified)
  -9	-3	0.1	1.4	24	-7	22	-7	-3.2	-0.1	5
N#Cc1ccc(C(=O)N2CCN(S(=O)(=O)c3ccc(Br)s3)CC2)cc1
  -2	-12	4.3	3.5	5	0	69	-1	-1.4	1.4	2
COc1ccccc1/C=N/N1CCN(c2ccc(Cl)cc2)CC1
  -6	-3	-3.1	0.7	-6	-6	12	-7	-2.9	-0.6	-16
CCN1CCN(c2nc(-c3ccccc3)nc3ccccc23)CC1
  5	-9	3.0	1.4	-19	0	-7	-1	1.4	2.5	0
COc1ccc(CNc2nc(S(=O)(=O)c3ccccc3)c(Cl)s2)cc1OC
  1	-16	5.1	2.0	-3	-2	3	-10	1.2	-0.5	2
COc1ccc(CNc2nc3nc4c(c(=O)n3[nH]2)CCC4)cc1
  -4	-13	5.6	0.7	10	-1	7	-3	0.8	0.1	-4
Cc1csc(SC(C)C(=O)NC2CCCCC2C)n1 (stereo unspecified)
  3	-6	0.9	1.5	-8	-3	19	4	1.5	-1.1	1
Fc1ccc(C2CC(c3ccco3)n3ncnc3N2)cc1 (stereo unspecified)
  -5	-8	6.4	1.7	14	-1	312	-14	-2.3	-1.6	0
O=C(CN1CCN(c2ccc(F)cc2)CC1)N(C1CCCC1)C1CCS(=O)(=O)C1 (stereo unspecified)
  9	4	1.3	0.4	-21	-3	93	-10	-0.3	3.0	-3
COC(=O)C(=Cc1ccccc1[N+](=O)[O-])C(=O)OC
  -5	9	2.9	-0.9	17	-1	371	4	-3.7	0.2	-12
COc1ccc(CNC(=O)C2CCN(C(=O)[C@@H](CC(C)C)NC(=O)OC(C)(C)C)CC2)cc1
  -2	-2	/	2.1	-15	0	13	3	-2.9	/	8
COc1ccc(C2=NOC(C3(S(=O)(=O)c4ccccc4)CC(O)C3)C2)cc1 (stereo unspecified)
  -2	2	1.8	-1.2	5	-1	-17	0	0.6	2.4	-1
CCCCn1c(=O)c(CC(C)=O)nc2ccccc21
  -2	5	1.7	1.0	7	-1	-1	-15	-0.9	-0.7	1
CN(C)c1ccc(C=Nc2ccc(N(C)C)cc2)cc1
  -4	-109	0.6	3.8	4	7	1	-113	2.4	-1.3	0
O=C(N/N=C/c1ccc([N+](=O)[O-])cc1)c1cccnc1
  -3	-1	5.2	0.7	12	0	i	-1	1.5	1.0	-7
Cc1cc(O)cc(=O)n1Cc1ccccc1
  -1	-8	0.7	0.5	25	1	-9	1	0.9	-0.1	-11
CCSc1nnc(NC(=O)C2CCCCC2)s1
  -2	-6	2.4	2.8	-7	2	-9	2	-0.1	3.4	8
O=C1NC2(CCCCCC2)C(=O)N1Cc1ccc(Cl)cc1Cl
  8	0	3.9	2.3	2	-4	-17	-1	4.8	-2.6	8
CC(=O)Cc1ccccc1OC(=O)c1ccco1
  4	-13	3.3	5.5	-21	1	/	8	0.6	1.9	0
CCCCN(C(=O)c1cccc(S(=O)(=O)N2CC(C)OC(C)C2)c1)c1c(N)n(CC(C)C)c(=O)[nH]c1=O (stereo unspecified)
  4	7	3.7	0.8	-1	-1	1	-4	0.9	-0.2	-7
Cc1c(C(=O)N2CCOCC2)c(S(=O)(=O)N2CCN(c3ccc(Cl)cc3)CC2)c(C)n1C
  3	2	1.9	2.0	-13	-1	24	-15	0.3	-2.9	-3
CC(=O)c1ccc(NC(=S)N2CCN(CCO)CC2)cc1
  5	-5	-2.1	3.1	-13	1	46	-3	0.8	1.2	0
COc1ccccc1NS(=O)(=O)c1cc(NC(=O)c2cccs2)ccc1N1CCCC1
  -6	-6	1.7	2.8	0	-1	52	7	-0.4	0.0	0
COc1ccc(NC(=O)Cn2c(=O)sc3ccccc32)c(OC)c1
  2	-2	2.1	2.7	-5	-1	-19	0	0.4	-0.2	-10

More records follow.
Sequence of screens – HTR5A ag	PKA-R2B activ	AddAB inh	phage Ecoli inh	HTR5A inv ag	DAGLB inhibitor	Mot1-301 SUMO	PKA-R1A activ	CDK5 inh	E coli growth	Tat transport
O=C(NN=Cc1ccccc1O)C1CC1
  5	4	/	3.0	-20	0	/	6	-2.8	/	2
Cc1cc(Nc2cc(Cl)cc(Cl)c2)nc(N)n1
  1	-3	3.1	0.5	-11	-1	111	-1	-4.0	-0.2	-5
CN(CC(=O)Nc1ccc(F)cc1)C(=O)CN1C(=O)NC2(CCCc3ccccc32)C1=O (stereo unspecified)
  4	8	0.6	-1.2	12	-1	12	-2	-0.7	-0.2	-8
C=CCOc1c(OC)cc(/C=N/Nc2cccc(C(=O)O)c2)c(Br)c1Br
  2	-6	1.1	1.6	-6	3	-8	-1	0.7	0.5	0
